hgDAF-12 ag: H. glycines DAF-12 receptor agonists, primary screen, cell-based, luminescence, HEK293, GAL4 fusion, UAS-luciferase. Nuclear hormone receptor DAF-12 (Heterodera glycines), GAL4 fusion. 370,000 tested, 1.8% active. activation, % at 6.8 µM. HEK293 GAL4-hgDAF12 UAS-luciferase reporter, agonist luminescence; normalized to butyrate control;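 active means activation above a cutoff set at the mean of all screened compounds plus 3 SD, cut at about 10% in these data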;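 further: 0% = DMSO wells and 100% = sodium butyrate wells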
DAX1 inh-1: DAX1 (NR0B1) inhibitors, primary screen, cell-based, HEK293, Gal4-DAX1, luciferase luminescence; Nuclear receptor subfamily 0 group B member 1 (Homo sapiens), P51843; HEK293 Gal4-DAX1 luciferase reporter; inhibition, % at 6.75 µM; 340,000 tested, 0.99% active; AID 504766, 2011;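 active means inhibition above the mean over all tested compounds plus 3 SD, cut at about 4.2% in these data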;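 further: 0% = DAX1-transfected cells with DMSO and 100% = empty-vector control cells with DMSO; inhibition shows as a rise in luminescence from relieved DAX1 repression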
Target sequence (P51843 207-470 limits assumed): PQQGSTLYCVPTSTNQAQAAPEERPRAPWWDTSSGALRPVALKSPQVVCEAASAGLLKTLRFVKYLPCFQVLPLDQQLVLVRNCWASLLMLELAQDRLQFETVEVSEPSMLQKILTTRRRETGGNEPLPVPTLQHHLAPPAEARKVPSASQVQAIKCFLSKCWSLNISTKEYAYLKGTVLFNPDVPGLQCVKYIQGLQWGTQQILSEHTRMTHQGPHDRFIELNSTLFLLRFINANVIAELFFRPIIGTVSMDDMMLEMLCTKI
NPR1 activator: GC-A stimulated cGMP production enhancers – HEK293 GC-A cells, cGMP TR-FRET, EC30 ANP, primary screen; Atrial natriuretic peptide receptor 1 (Homo sapiens), P16066; 0% at EC30 ANP, 100% saturating ANP; activation, % at 10 µM; 370,000 tested, 0.14% active; AID 1671463, 2021; in the data active means activation above about 40%
GC-B act: human GC-B receptor activators, primary screen, HEK293 GC-B cells, cGMP TR-FRET, EC30 CNP. Atrial natriuretic peptide receptor 2 (Homo sapiens), P20594. 0% at EC30 CNP, 100% saturating CNP. activation, % at 10 µM. 370,000 tested, 0.11% active. AID 1920062, 2024;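 active means activation at 10 µM reaching about 35% in either raw or pattern-adjusted values, limit read from the data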
hcDAF-12 act: H. contortus DAF-12 nuclear receptor activators, primary screen, cell-based, luminescence, HEK293, lit1-tk-luc reporter; HEK293 hcDAF-12 lit1-tk-luc reporter; 0% DMSO, 100% Δ7-dafachronic acid; 370,000 tested, 1.4% active; activation, % at 6.8 µM;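 active means activation above the mean of all tested compounds plus 3 SD, cut at about 5.5% in these data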;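 further: 100% = response to 3 µM Δ7-dafachronic acid high control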
sPLA2-III inh: human group III sPLA2 inhibitors, primary screen, biochemical, QFRET, BODIPY PC-A2 liposome substrate. inhibition, % at 12.2 µM. 370,000 tested, 0.56% active. Group 3 secretory phospholipase A2 (Homo sapiens), Q9NZ20. QFRET BODIPY PC-A2 liposome hydrolysis, fluorescence;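 active means inhibition above mean plus 3 SD of compounds lying within the high and low control bounds, cut at about 19% in these data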;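 further: 0% = median of test compound wells and 100% = no enzyme DMSO wells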
Target sequence (Q9NZ20 whole entry, looked up): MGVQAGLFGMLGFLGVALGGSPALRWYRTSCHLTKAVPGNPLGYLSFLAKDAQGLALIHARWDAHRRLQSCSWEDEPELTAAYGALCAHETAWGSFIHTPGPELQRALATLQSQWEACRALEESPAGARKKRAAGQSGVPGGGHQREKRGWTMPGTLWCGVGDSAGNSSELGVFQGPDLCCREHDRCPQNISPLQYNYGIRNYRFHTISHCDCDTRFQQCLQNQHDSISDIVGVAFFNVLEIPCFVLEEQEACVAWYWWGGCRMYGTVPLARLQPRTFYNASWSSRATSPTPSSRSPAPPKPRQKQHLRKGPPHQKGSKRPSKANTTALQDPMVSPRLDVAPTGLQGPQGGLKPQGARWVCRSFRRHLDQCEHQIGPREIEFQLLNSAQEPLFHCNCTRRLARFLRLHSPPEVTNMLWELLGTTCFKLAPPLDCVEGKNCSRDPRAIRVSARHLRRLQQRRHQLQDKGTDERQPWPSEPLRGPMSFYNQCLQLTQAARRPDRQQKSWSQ
KLK7 zymogen act: proKLK7 zymogen activators, primary screen, biochemical, fluorescence intensity | purified proKLK7, EDANS-DABCYL substrate fluorescence; 100% is mature enzyme control, 0% vehicle | activation, % at 7 µM | 370,000 tested, 0.9% active | AID 652039, 2013;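 active means activation above the mean of all tested compounds plus 3 SD, computed per campaign excluding outliers beyond control limits, cut at about 13% in these data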
DAX1 inh-2: DAX1 (NR0B1) inhibitors on StAR promoter, primary screen, cell-based, luminescence, SF-1 (NR5A1), full-length DAX-1; HEK293T StAR-luciferase reporter, SF-1/DAX-1 repression relief; inhibition, % at 6.8 µM; 370,000 tested, 1.1% active; AID 652010, 2013;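 active means inhibition above the mean over all tested compounds plus 3 SD, cut at about 3.6% in these data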;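 further: 0% = DAX-1 cells with DMSO and 100% = cells lacking DAX-1 with DMSO; higher inhibition means more luminescence from relief of DAX-1 repression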
SMARCA2 act: SMARCA2 (BRM) function activators, primary screen, cell-based, luminescence, high throughput. MG213 cells, MMTV-luciferase reporter, dexamethasone, overnight. activation, % at 9.1 µM. 370,000 tested, 1% active. AID 652017, 2013; in the data active means activation above about 7.8%;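 further: 0% = vehicle wells and 100% = reference activator wells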
ssDAF-12 act: S. stercoralis DAF-12 nuclear receptor activators, primary screen, cell-based, luminescence, HEK293, GRIP1 co-expression, lit1-tk-luc; Nuclear hormone receptor DAF-12 (Strongyloides stercoralis); HEK293 ssDAF-12/GRIP1 lit1-tk-luc reporter; % of 3 µM dafachronic acid response; activation, % at 6.8 µM; 370,000 tested, 1% active; AID 652126, 2013;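 active means activation above the mean over all tested compounds plus 3 SD, cut at about 0.9% in these data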;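 further: 0% = DMSO-only wells and 100% = 3 µM delta7-dafachronic acid wells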
GAA850 FXN act: FXN promoter activators, primary screen, cell-based, luciferase luminescence, HEK293 lucGAA850. HEK293 lucGAA850 FXN promoter luciferase reporter, 24 h; percent of 10 µM SAHA response. 360,000 tested, 0.56% active. AID 540364, 2011. activation, % at 6 µM;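 active means activation above the average of all compounds screened plus 3 SD, cutoff fixed separately per campaign, cut at about 7.5% in these data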;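 further: 0% = DMSO wells and 100% = 10 µM SAHA wells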
Active calls of the source: *; · = no result given. Random draw from the library (roughly 6.7% active in at least one column).

SMILES	hgDAF-12 ag	DAX1 inh-1	NPR1 activator	GC-B act	hcDAF-12 act	sPLA2-III inh	KLK7 zymogen act	DAX1 inh-2	SMARCA2 act	ssDAF-12 act	GAA850 FXN act
Cc1ccc(N=C2S/C(=C/c3cccc(OCC(=O)O)c3)C(=O)N2C)cc1C	1.1	0.8	-1	-2	-0.3	-17	0.1	0.1	0	0.0	5.5
COc1ccccc1CC(=O)N1CCN(c2ccc([N+](=O)[O-])cc2)CC1	-4.9	-2.9	-1	-1	-2.4	-1	0.4	-2.4	-4	-1.8	0.7
O=C(CSCC(=O)N1CCCCC1)OCC(=O)c1c[nH]c2ccccc12	1.1	-1.0	1	-4	3.4	-4	-0.2	0.5	1	1.3*	3.0
COc1ccccc1NC(=S)N(CCCN1CCOCC1)Cc1cn(C)c2ccccc12	0.6	-1.4	-7	-2	-0.1	5	0.5	-0.6	2	-1.5	1.5
O=C(C1CCN(Cc2cccs2)CC1)N1CCN(Cc2ccc3c(c2)OCO3)CC1	-1.3	0.0	-2	4	-0.8	-3	0.2	-0.3	-5	-1.5	-2.1
CC(C)Cc1c(O)nc(SCC(=O)Nc2ccc3c(c2)CCC3)[nH]c1=O	0.3	0.3	-3	0	-1.0	6	0.4	-0.2	-3	-1.2	1.0
CCCc1nnc(NC(=O)Nc2ccccc2OC)s1	6.1	-1.0	-4	0	0.1	3	-0.9	1.2	3	-0.9	5.9
CN(n1cnc2ccccc2c1=O)S(C)(=O)=O	2.1	0.3	6	1	-0.4	1	0.2	0.2	-2	-0.4	-0.3
O=C(NCCc1cccc(F)c1)C1CCN(S(=O)(=O)c2ccc(F)cc2)CC1	-1.9	-0.5	2	1	-2.0	-1	0.0	0.3	4	-0.1	0.1
CCCC(C)C(=O)NC1CCCCN(Cc2ccc(C)cc2)C1=O (stereo not given)	0.1	·	5	6	-2.8	12	0.3	-1.7	-3	0.2	·
COc1ccc(CC(=O)Nc2nnc(SCC(=O)NCc3ccco3)s2)cc1OC	-0.9	-0.2	1	0	1.0	0	-0.3	-1.2	-2	-1.1	-0.1
Cc1cc(C)cc(C(=O)NCC(=O)OCc2nc(N)nc(Nc3ccccc3C)n2)c1	4.2	0.9	-1	-3	-1.0	-2	0.4	0.2	-1	-1.3	0.5
COc1ccc(CN2C(=O)c3ccccc3C2c2nnnn2C(C)C)cc1 (stereo not given)	-0.6	·	-1	1	-0.4	8	0.2	1.6	-2	-1.7	·
O=c1cc(CSc2nnc(Nc3ccccc3F)s2)nc2sccn12	2.9	-2.4	4	0	-0.9	-10	-0.5	-0.6	0	-1.7	2.4
O=C(Nc1ccc(NS(=O)(=O)c2ccccc2)cc1)c1cccnc1	3.6	-0.6	-3	-3	4.3	-2	0.9	0.2	-1	0.4	-0.1
O=[N+]([O-])c1ccc(N2CCCCC2)s1	2.1	0.2	-3	0	1.4	10	-0.5	-0.3	-4	-1.7	2.3
COc1ccc(C(=O)NC2CCCCC2)cc1S(=O)(=O)N1CCOCC1	-1.0	-1.0	1	0	0.8	1	0.4	-0.2	15*	-0.6	-0.5
CC(=O)Nc1ccc(N(C(=O)CNC(=O)c2ccco2)C(C(=O)NCC2CCCO2)c2ccccc2)cc1 (stereo not given)	-3.3	-1.5	5	11	0.2	0	-0.1	0.1	-2	-0.8	-0.9
Cc1csc(NC(=O)CSc2nnc(NC(=O)NC(C)(C)C)s2)n1	-0.7	-0.7	-2	-2	0.8	-24	-0.2	-1.0	2	-0.9	0.8
O=C(NCc1ccc(C(F)(F)F)cc1)C1CC(c2ccccc2C(F)(F)F)=NO1 (stereo not given)	-2.1	-0.8	3	4	-1.2	0	-0.1	0.3	-1	-1.4	0.6
CC(C)C(=O)c1c(C(C)C)nn2ccccc12	-4.0	0.4	7	7	-0.7	4	0.8	-0.6	4	-1.2	4.0
COc1cccc(-c2nc(CS(=O)(=O)CC(=O)N3CCN(C)CC3)c(C)o2)c1	1.1	0.3	-1	3	0.3	-1	-0.1	-0.6	2	-0.8	-0.8
O=C(NC1CCCCC1)C1CCC(CNS(=O)(=O)c2ccccc2)CC1 (stereo not given)	-1.4	1.1	2	3	-1.6	16	-0.1	-0.2	-5	-1.5	-0.7
CC1=C(C(=O)N2CCCCCC2)CC(CC(=O)NCCCN(C)C)C(=O)N1CCCN1CCCC1=O (stereo not given)	0.2	·	-2	-2	-0.4	2	0.8	-0.7	5	-0.2	·
COCCn1c(SCc2nnc(-c3ccccc3)o2)nc2sc3c(c2c1=O)CCC3	2.4	-0.3	0	-1	0.2	1	0.5	-0.3	-2	-1.5	-1.4
CCC(=O)c1ccc(N2CCN(C(=O)c3cc([N+](=O)[O-])ccc3F)CC2)c(F)c1	-3.5	-1.5	0	4	-0.8	-3	-0.1	-1.8	-4	-2.2	-2.7
S=c1[nH]nc(C(c2ccccc2)C2CCCCC2)o1 (stereo not given)	-0.1	1.1	4	-2	0.1	11	0.7	0.1	-2	-1.4	0.3
CS(=O)(=O)c1ccc(C(=O)OCC(=O)NC2CCS(=O)(=O)C2)cc1[N+](=O)[O-] (stereo not given)	-2.0	-0.6	0	1	0.5	0	-0.1	-0.4	0	-1.9	2.5
COC(C/C=C\[C@H](O)[C@@H](C)OCc1ccccc1)OC	0.1	-0.3	-1	1	-0.3	12	0.5	0.4	0	-1.1	-1.0
CCOC(=O)C(C)Oc1c(C(=O)OC)sc2ncccc12 (stereo not given)	-1.2	-0.2	4	-1	-0.6	1	1.5	0.0	-4	-1.6	0.3
Cc1ccc(C(=O)NCCCNC(=O)COc2ccc(C)c(C)c2)cn1	-0.5	-0.7	-1	-2	-1.2	-2	-0.4	0.2	0	-1.2	1.7
C/C(=C\[C@@H](NP(=O)(c1ccccc1)c1ccccc1)c1ccccc1)CO[Si](c1ccccc1)(c1ccccc1)C(C)(C)C	-0.5	0.4	-7	-9	-1.6	1	-0.3	0.1	1	-1.0	-0.1
Cc1ccc(NC(=O)CCCc2nc3ccccc3s2)c(O)c1	0.5	0.6	1	4	3.2	-26	0.4	-0.2	-3	-0.2	1.5
Cc1ccc(CNC(C)(C)CO)cc1	-4.2	0.7	1	5	-0.4	-3	0.3	-0.2	0	-0.1	2.3
NC(=O)c1ccccc1-c1noc(-c2ccccc2F)n1	9.0	·	-1	-7	0.4	6	·	·	·	-1.1	·
O=C1CC(c2ccco2)CC(O)=C1C=Nc1ccccc1-c1ccccc1 (stereo not given)	2.6	-0.8	-2	-14	0.3	-7	-0.4	-1.3	3	-0.2	-0.4

Among those listed so far, these have an aryl methoxy group.
SMILES	hgDAF-12 ag	DAX1 inh-1	NPR1 activator	GC-B act	hcDAF-12 act	sPLA2-III inh	KLK7 zymogen act	DAX1 inh-2	SMARCA2 act	ssDAF-12 act	GAA850 FXN act
COc1ccccc1CC(=O)N1CCN(c2ccc([N+](=O)[O-])cc2)CC1	-4.9	-2.9	-1	-1	-2.4	-1	0.4	-2.4	-4	-1.8	0.7
COc1ccccc1NC(=S)N(CCCN1CCOCC1)Cc1cn(C)c2ccccc12	0.6	-1.4	-7	-2	-0.1	5	0.5	-0.6	2	-1.5	1.5
CCCc1nnc(NC(=O)Nc2ccccc2OC)s1	6.1	-1.0	-4	0	0.1	3	-0.9	1.2	3	-0.9	5.9
COc1ccc(CC(=O)Nc2nnc(SCC(=O)NCc3ccco3)s2)cc1OC	-0.9	-0.2	1	0	1.0	0	-0.3	-1.2	-2	-1.1	-0.1
COc1ccc(CN2C(=O)c3ccccc3C2c2nnnn2C(C)C)cc1 (stereo not given)	-0.6	·	-1	1	-0.4	8	0.2	1.6	-2	-1.7	·
COc1ccc(C(=O)NC2CCCCC2)cc1S(=O)(=O)N1CCOCC1	-1.0	-1.0	1	0	0.8	1	0.4	-0.2	15*	-0.6	-0.5
COc1cccc(-c2nc(CS(=O)(=O)CC(=O)N3CCN(C)CC3)c(C)o2)c1	1.1	0.3	-1	3	0.3	-1	-0.1	-0.6	2	-0.8	-0.8

Assay outcomes deposited in PubChem BioAssay by several laboratories.
